ALOX12 inh = Primary qHTS assay for inhibitors of human arachidonate 12S-lipoxygenase (ALOX12): Round 2; Polyunsaturated fatty acid lipoxygenase ALOX12 (Homo sapiens), P18054; purified 12hLO, xylenol orange hydroperoxide absorbance; Potency, µM (highest dose often 108 µM), for the others: at the highest dose activity change, negative = inhibition, usual class: inhibitors; hit rate 1.1% among 580,000; AID 1671190, 2021; active = well fitted inhibition curve with a large enough effect; inconclusive = small, poorly fitted or top-dose-only effect, or another doubt; inactive = no such curve, though single readings can be large or run the other way
Target sequence (P18054 whole entry, looked up): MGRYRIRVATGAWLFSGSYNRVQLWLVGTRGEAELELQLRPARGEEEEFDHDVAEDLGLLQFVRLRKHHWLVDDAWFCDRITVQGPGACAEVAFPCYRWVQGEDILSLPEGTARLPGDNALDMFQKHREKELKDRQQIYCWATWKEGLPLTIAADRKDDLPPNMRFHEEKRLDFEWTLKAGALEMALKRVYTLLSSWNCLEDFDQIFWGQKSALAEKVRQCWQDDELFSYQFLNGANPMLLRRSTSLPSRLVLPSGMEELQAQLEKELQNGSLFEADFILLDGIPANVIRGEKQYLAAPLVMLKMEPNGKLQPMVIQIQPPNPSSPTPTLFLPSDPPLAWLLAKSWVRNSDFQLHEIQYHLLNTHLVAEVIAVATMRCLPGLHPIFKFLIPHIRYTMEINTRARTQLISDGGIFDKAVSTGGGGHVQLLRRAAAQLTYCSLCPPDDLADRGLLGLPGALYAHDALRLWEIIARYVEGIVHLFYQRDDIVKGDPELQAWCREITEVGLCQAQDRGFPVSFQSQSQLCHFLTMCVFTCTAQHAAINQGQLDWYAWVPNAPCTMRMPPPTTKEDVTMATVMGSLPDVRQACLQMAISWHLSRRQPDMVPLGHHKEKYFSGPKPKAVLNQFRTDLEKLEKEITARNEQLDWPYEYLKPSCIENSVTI
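Purified human 12hLO at 150 nM in 25 mM Hepes, 0.01% Triton X-100, pH 7.0, preincubated 15 min at room temperature with compound. Reaction started with 40 uM arachidonic acid, 30 min at room temperature. Hydroperoxide measured by Fe-xylenol orange, 573/405 nm absorbance ratio.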
The depositor's hits bear a star; u = inconclusive; [ ] = remark or other dose. % is set by controls: 0 for no effect and ±100 for the full control effect; potency is the fitted concentration of half-maximal effect. Only part of the results is shown; rates above refer to the full screens.

SMILES	ALOX12 inh
Cc1nn(C)c(C)c1CCNC(=O)C1CCN(C(=O)N2CC3CC(C2)[C@H]2CCCC(=O)N2C3)CC1 (some centres undefined)	29%
CN1c2cc(C(=O)N3CCN(C4CCCCC4)CC3)ccc2C(=O)N2CCCCC21 (centres undefined)	10%
O=C(NCc1ccccc1)C1CCC(=O)N1C1CCN(C(=O)c2ccccc2F)CC1 (centres undefined)	53%[activator]
O=C(c1ccn(C(F)F)n1)N1CCc2nc(-c3ccc(Cl)cc3)[nH]c2C1	45%[activator]
Cc1ccc(CSCC(=O)O)cc1	-8%
O=C(O)c1cc(C(=O)O)c2sc(=O)[nH]c2c1	5%
Cc1nc(N2CCC(C(=O)NC3CCc4ccccc43)CC2)cc(C(F)(F)F)n1 (centres undefined)	-1%
O=C(C1=Cc2sc3c(c2CS1)CCCC3)N1CCCCC1	u
COC(=O)C1=CNC=C(C(=O)OC)C1c1ccc(F)c(F)c1	41%[activator]
Cc1nc([C@@H]2CN(C(=O)CCc3c[nH]c4ccccc34)C[C@H]2C(N)=O)n[nH]1	23%
Cc1nc(-c2cccc(Cl)c2)n(CC(=O)NCc2ccc(F)cc2)c(=O)c1CCO	u
COc1ccc(OC)c(C2CC(=O)Nc3c(-c4ccccc4)nsc32)c1 (centres undefined)	18%
CCc1ccc2oc(=O)cc(CN3CCN(CC)CC3)c2c1	u
COC(=O)CN(C)Cc1cn(-c2ccc(C)cc2)nc1-c1cccc(C)c1	36%
NC(=O)NC(=O)CSc1nc(-c2ccccc2)c(-c2ccccc2)o1	11%
COc1ccc(/C=C/C(=O)c2ccc(O)c(CCCl)c2)c(Cl)c1	u
Cc1ccc(Oc2ccc(NC(=O)C3CCCCC3)cc2)cc1	35%[activator]
O=c1c(Cl)c(N2CCN(Cc3nc(-c4ccsc4)no3)CC2)cnn1-c1ccccc1	u
CC(=O)N1CCc2nn(CC(=O)Nc3ccc(F)cc3C)c(=O)cc2C1	31%
O=C(NC1CCN(C(=O)N2CC3CC(C2)[C@H]2CCCC(=O)N2C3)CC1)c1ccoc1 (some centres undefined)	5%
O=C(Cc1ccc(F)cc1)N1CCN(C(=O)c2nnn3c2COC(c2ccccc2)C3)CC1 (centres undefined)	38%[activator]
COc1ccc(CNC(=O)N2c3ccccc3CC2c2nc(C(C)C)no2)cc1 (centres undefined)	5%
C=C(Cl)CN1CCN(CC2CCCO2)CC1 (centres undefined)	10%
CCC(c1cccs1)N1C(=O)[C@H]2CN(S(=O)(=O)Cc3ccccc3F)C[C@H]2C1=O (some centres undefined)	7%
CCCCN(CCCC)C(=O)Cn1cnc2c1c(=O)n(C)c(=O)n2C	1%
CC1=C(C(=O)OC(C)C)C(c2ccccc2C)N2C(CC(=O)NC3CC3)=CSC2=N1 (centres undefined)	54%[activator]
O=C(O)Cc1cc(Cl)c2c(c1)OCCCO2	u
O=c1c(N2CCN(Cc3ccccc3)CC2)csc2ccc(Cl)cc12	u
CN1CCN(S(=O)(=O)c2ccc(NC(=O)Cn3cnc4ccccc4c3=O)cc2)CC1	2%
N#Cc1nc(C2CC2)oc1N1CCN(Cc2cccc(Cl)c2)CC1	-25%
COc1cccc(-c2cc3c(=O)n(CCNC(=O)c4ccccc4)ccn3n2)c1	16%
COc1ccc(OC)c(NC(=O)CSCc2ccc(Cl)c(Cl)c2)c1	3%
CCCCCn1c(N2CCN(Cc3ccc(Br)cc3)CC2)nc2c1c(=O)[nH]c(=O)n2C	u
COc1cccc(C(=O)N2CCC(C(=O)N3CC[C@@](C)(O)[C@@H](O)C3)CC2)c1	10%
Cc1c(C(=O)N2CCCCC2)sc2ncnc(NCCN(C)C)c12	-2%
COCC(=O)N1CCn2c(nn(-c3ccc(F)cc3)c2=O)C1	-2%[176 µM]
CCNC(=O)N1CCCCCCNC(=O)[C@@H]2CCC[C@@H]21	35%[activator]
CC1CC1C(=O)Nc1cc(C(C)(C)C)ccc1O (centres undefined)	u
CCCC(=O)NC[C@@H]1CC[C@H]2C[C@@H]1C2(C)C	8%[176 µM]
CN1C(=O)CO[C@H](c2ccc(NC(=O)c3ccc(C(F)(F)F)cc3)cc2)[C@H]1CO	0%[176 µM]
O=C1NCCCCCCN(Cc2ccncc2)[C@@H]2CN(C3CCOCC3)CC[C@@H]12	93%[activator]
Cn1nccc1C(=O)NCC1COc2ncncc2C(=O)N1Cc1ccccc1 (centres undefined)	-5%[176 µM]
COc1ccc(NC(=O)c2ccc3c(c2)CCCC3)cc1	u
COc1ccc(CN2CCCCC23Cc2ccccc2CN(C(C)=O)C3)cc1 (centres undefined)	13%[6.33 µM]
CN1C(=O)C(NC(=O)C(=O)NCc2ccncc2)c2ccccc21 (centres undefined)	-49%
COc1cc(OC)cc(C(=O)N2CCCC(n3cc(-c4noc(C)n4)nn3)C2)c1 (centres undefined)	11%
COc1cc(F)ccc1-c1nc(N2CCOCC2)cc2c1CN(CC1CC1)C2=O	0%[176 µM]
O=c1c2c(n(Cc3cccnc3)n1-c1ccccc1)CN(CC1CC1)CC2	u

Random excerpt: 2 compounds from above
SMILES	ALOX12 inh
COc1ccc(CN2CCCCC23Cc2ccccc2CN(C(C)=O)C3)cc1 (centres undefined)	13%[6.33 µM]
CN1C(=O)C(NC(=O)C(=O)NCc2ccncc2)c2ccccc21 (centres undefined)	-49%

Exported bar-delimited: entries from further up.
Compound | ALOX12 inh
Cn1nccc1C(=O)NCC1COc2ncncc2C(=O)N1Cc1ccccc1 (centres undefined) | -5%[176 µM]
COc1ccc(NC(=O)c2ccc3c(c2)CCCC3)cc1 | u
COc1ccc(CN2CCCCC23Cc2ccccc2CN(C(C)=O)C3)cc1 (centres undefined) | 13%[6.33 µM]
CN1C(=O)C(NC(=O)C(=O)NCc2ccncc2)c2ccccc21 (centres undefined) | -49%

Exported comma-delimited: part of the list above.
canonical_smiles,ALOX12 inh
CC1CC1C(=O)Nc1cc(C(C)(C)C)ccc1O (centres undefined),u
CCCC(=O)NC[C@@H]1CC[C@H]2C[C@@H]1C2(C)C,8%[176 µM]
CN1C(=O)CO[C@H](c2ccc(NC(=O)c3ccc(C(F)(F)F)cc3)cc2)[C@H]1CO,0%[176 µM]
O=C1NCCCCCCN(Cc2ccncc2)[C@@H]2CN(C3CCOCC3)CC[C@@H]12,93%[activator]
Cn1nccc1C(=O)NCC1COc2ncncc2C(=O)N1Cc1ccccc1 (centres undefined),-5%[176 µM]
COc1ccc(NC(=O)c2ccc3c(c2)CCCC3)cc1,u
COc1ccc(CN2CCCCC23Cc2ccccc2CN(C(C)=O)C3)cc1 (centres undefined),13%[6.33 µM]

Going on with the list.
SMILES	ALOX12 inh
Cc1ccc(OCc2nc(C3CCN(C(=O)c4ccncc4)CC3)no2)cc1	50%[activator]
O=C(c1cscn1)N1CCCC2(COc3ccccc3[S+](=O)([O-])N2)C1 (centres undefined)	2%[6.33 µM]
O=C(NCc1ccccc1)c1cnc2n1CCN(Cc1cccs1)CC2	23%[176 µM]
O=C(CN1CCN(c2nc(C(F)(F)F)nc3ccccc23)CC1)N1CCCC1	-2%
CN1CCCC2(C1)CN(C)c1ccc(C(=O)NCCOc3ccccc3)cc12 (centres undefined)	-6%[176 µM]
CCNC(=O)N1CCC[C@@H](O)[C@H](NC(=O)c2ccc(OCCN3CCCC3)cc2)C1	8%[176 µM]
COc1ccccc1C(=O)N1CCC(Cc2nc(-c3ccc(F)cc3)no2)CC1	-2%
COc1ccc(NC(=O)[C@H]2CCC[C@H]2NC(=O)c2cnc(C)cn2)cc1	40%
COc1ccc(C2=NOC3(CCN([S+](=O)([O-])c4cccc(OC)c4)C3)C2)cc1 (centres undefined)	27%
CCN(CC(=O)Nc1c(F)cccc1F)C(=O)CCNS(=O)(=O)c1ccc(F)c(F)c1	-6%
Cc1nc2c(OCC(=O)OC(C)(C)C)cccn2c(=O)c1-c1cc(C)n(-c2ccc(Cl)cc2)n1	u
O=C(c1ccsc1)N1CCC(Oc2cccnc2)C1 (centres undefined)	25%
CCc1ccc(NC(=O)N2CCC(CN3CCc4ccccc4C3)CC2)cc1	u
CC(C)(C)CC(=O)N1CCN2C(=O)c3cc(Br)ccc3NC(=O)[C@H]2C1	7%[176 µM]
Cc1ccc(OCc2nnc(NC(=O)Nc3ccccc3F)s2)c(C)c1	-3%
O=C(NCCc1ccccn1)C12CC3CC(CC(C3)C1)C2	36%[activator]
COc1ccc(CN2CC3(CCN(C(=O)c4ccc(C)cc4C)CC3)C2=O)cc1	24%
CC(C)C[C@H]1COc2cccc(N3CCCCC3)c2S(=O)(=O)N1	6%
O=C1Nc2ccccc2CC12CCN(Cc1ccccc1)CC2	18%[176 µM]
NC(=O)c1cnc(Cc2c[nH]c3ccccc23)c(I)c1	u
CCN(CC)S(=O)(=O)c1ccc(=O)n(Cc2noc(CC(C)C)n2)c1	7%
CNC(=O)CCn1ncc2cc(OCc3ccccc3-c3ccc(OC)cc3)ccc21	-3%[176 µM]
COc1cc(C(=O)NCC2COc3ccccc3O2)cc(OC)c1C (centres undefined)	u
O=C(Nc1nc2cc3c(cc2s1)OCCCO3)c1cccc(Cl)c1Cl	-3%
CN(Cc1ccc(F)cc1)c1ccc2ncc(Nc3ccnc(N4CCOCC4)c3)n2n1	22%[176 µM]
Cc1ccccc1NC(=O)N[C@H]1CC[C@@]23CCCN2C(=O)CCC[C@H]3[C@H]1C	-23%
CN(Cc1nccn1C)C(=O)c1csc2nc(-c3ccc(C(F)(F)F)cc3)cn12	55%[activator]
CC(C)CCNC(=O)C(=O)N1CCN(C(=O)c2cc3ccccc3[nH]2)CC1	3%
Cc1csc(SC(C)C(=O)c2ccc(F)cc2)n1 (centres undefined)	-9%
COc1ccccc1NC(=O)c1ccc(-n2cccc2)cc1	4%
COCC(=O)N1CCC2(CC1)OC(=O)N(CCOc1ccccc1)C2(C)c1cccnc1 (centres undefined)	3%[176 µM]
C[C@H]1CN(c2ccc(N3CCNC[C@@H]3C)cc2C#N)CCN1Cc1ccccc1	u
Cc1noc([C@@H]2CN(C(=O)Cc3c[nH]c4ccccc34)C[C@H]2CO)n1	13%
COc1ccc(NC(=O)c2ccc(CN3C(=O)NC4(CCOCC4)C3=O)cc2)cc1	-4%
CC1CCN(S(=O)(=O)c2ccc3c(ccn3CCC(=O)NCCCN3CCOCC3)c2)CC1	0%
Cn1ccc(NC(=O)C2(C)CCc3cnc(Nc4ccccc4)nc32)n1 (centres undefined)	-2%[176 µM]
Cc1cccc(Cn2c(NCCCn3ccnc3)nc3c2c(=O)[nH]c(=O)n3C)c1	36%
Cn1cc(CC(=O)N2CCCc3ncc(C(=O)N4CCN(CCO)CC4)cc32)c2ccccc21	0%
Cc1ccc(C(C)NC(=O)CCc2nc(C(C)C)no2)o1 (centres undefined)	8%
CS(=O)(=O)c1ccc2sc(N)nc2c1	u
O=[S+]([O-])(Nc1ccccc1)c1ccc2c(c1)OCCN(Cc1ccncc1F)C2	-3%[176 µM]
N#Cc1ccc(CNC2(Cc3cc(-c4ccc(F)cc4)on3)COC2)cc1	7%[176 µM]
O=C(NC(c1ccccc1)c1cc2ccccc2o1)C1CC1 (centres undefined)	6%
CC1CCC(NC(=O)c2csc3c2CCCCC3)CC1 (centres undefined)	-26%
COc1ccc(OCc2cc(C(=O)N(C)CCCO)n[nH]2)c(Cl)c1	9%
CCOc1ccc(NC(=O)CC2CCCN(c3cnn(CC4CC4)c(=O)c3)C2)cc1 (centres undefined)	44%[activator]
CC(C)CNC(=O)C1Cn2cccc2C(=O)N1Cc1cccnc1 (centres undefined)	51%[activator]
COc1ccccc1Nc1ncc2c(n1)CN(C(=O)c1cccc(C#N)c1)CCN2	-11%[176 µM]
O=C(c1ccncc1)N1CCC(c2nnc3n2CCNC3)CC1	u
Cc1ccccc1Nc1c(-c2cccc(O)c2)nc2cnccn12	-7%
O=C(NCCc1ccc(Cl)cc1)C1CCc2nnc(C3CCN(C(=O)C4CC4)CC3)n21 (centres undefined)	u
CN(C)c1nc2c(c(=O)[nH]1)CCN(Cc1ccc(F)c(Cl)c1)CC2	47%[activator]
Cc1nc2scc(CC(=O)N3CCCC3)n2c(=O)c1-c1cc(C)n(-c2ccc(F)cc2)n1	u
CC(C)c1nc(NCCN2CCOCC2)c(C#N)c2c1CCCC2	33%
COCCN1C(=O)C(CC(=O)NC2CCS(=O)(=O)C2)=C2CCCCC21 (centres undefined)	33%[activator]
CCC(CC)NC(=O)C1CCCN(S(=O)(=O)c2ccccc2)CCC(=O)NCC1 (centres undefined)	20%
COC(=O)c1ccc(/C=N/OCc2ccc(C#N)cc2)cc1	18%
Cc1cn2nc(C(=O)NCc3ccccc3F)cc2c(N2CCCC2)n1	u
O=C(Nc1ccc2c(c1)OCCO2)N1c2ccccc2CC1c1nc(C2CC2)no1 (centres undefined)	23%
COc1ccc(NC(=O)N2CCC(N(C)S(C)(=O)=O)CC2)cc1	29%
(continued)
SMILES	ALOX12 inh
O=S1(=O)c2c(NCc3ccco3)cccc2Oc2ccccc2CN1Cc1cn(Cc2ccccc2C(F)(F)F)nn1	26%
COc1ccc(CC2C(=O)Nc3ccc(Br)cc32)c(OC)c1 (centres undefined)	-78%
COc1ccc(C2C(C(C)=O)=C(O)C(=O)N2c2cccc(OC)c2)cc1 (centres undefined)	u
CCSC1=Nc2c(cnn2-c2ccc(C)c(Cl)c2)C2=NCCCN12	13%
CC(C)N1CCC(N2C[C@H]3OC(=O)N(CCc4cccc(Cl)c4)[C@H]3C2)CC1	18%
CCOC(=O)CN1C(=O)S/C(=C/c2cn(C)c3ccccc23)C1=O	4%
Cn1ccc2cc(S(=O)(=O)N3CCC(C(=O)N4CCC5(CC4)OCCO5)CC3)ccc21	-28%
COCCNC(=O)COc1cc(O)c2c(=O)cc(-c3ccccc3)oc2c1	-17%
CC(C)N1C(=O)C(CC(N)=O)=C2CCCCC21 (centres undefined)	36%[activator]
N#Cc1cccc(CN2CCOC[C@H](O)C2)c1	8%[176 µM]

High-throughput results from PubChem BioAssay.
